GIRK2 act: activators of NPY4-receptor-primed GIRK2 channels, summary, cell-based, HEK293, thallium flux | G protein-activated inward rectifier potassium channel 2 (Homo sapiens), P48051 | HEK293 GIRK2/NPY4 cells, thallium flux fluorescence | activation (% efficacy), % for hits at 37.5 µM | 34,000 tested, under 10 active | AID 1259324, 2017;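 active = primary screen hit, no activity in plain HEK293 cells, and in GIRK2-only cells above 5% efficacy rising with concentration; inactive = the rest, including fluorescent compounds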;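 note: efficacy is normalized control-subtracted fluorescence 15 s after thallium addition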
Target sequence (P48051 whole entry, looked up): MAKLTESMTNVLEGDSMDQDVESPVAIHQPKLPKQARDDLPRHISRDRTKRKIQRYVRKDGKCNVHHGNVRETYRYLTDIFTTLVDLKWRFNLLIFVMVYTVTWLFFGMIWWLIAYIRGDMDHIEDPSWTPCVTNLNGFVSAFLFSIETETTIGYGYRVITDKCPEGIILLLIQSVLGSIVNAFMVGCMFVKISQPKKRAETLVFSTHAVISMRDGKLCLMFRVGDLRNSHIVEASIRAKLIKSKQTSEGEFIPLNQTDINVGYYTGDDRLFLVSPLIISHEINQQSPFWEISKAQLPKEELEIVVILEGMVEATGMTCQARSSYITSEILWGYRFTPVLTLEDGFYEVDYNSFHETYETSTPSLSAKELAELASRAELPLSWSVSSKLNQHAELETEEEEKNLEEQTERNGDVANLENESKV
Calls only; i = inactive. This is a subset. The share of hits here may be higher or lower than overall.

SMILES | GIRK2 act
COc1ccc(CNC(=O)CS(=O)(=O)c2ccc(Cl)s2)cc1 | i
COC(=O)c1ccc(C(=O)Nc2cc(C)ns2)cc1 | i
O=C(CSc1ccc(F)cc1)NC1CCCC(O)C1 (configuration not stated) | i
CC(C)(C)n1ncc2c(=O)n(CCC(=O)Nc3cccc(C(F)(F)F)c3)cnc21 | i
CCOc1ccc(-c2ccc(OCCNS(=O)(=O)c3ccc(C)cc3C)nn2)cc1 | i
CCCNC(=O)C(=O)NCC1CCN(C2CCCC2)CC1 | i
Cc1ccc(NC(=O)Cn2nc(C(=O)Nc3ccccc3)ccc2=O)cc1 | i
C=CCCCCCC(NC(C)=O)C(=O)O (configuration not stated) | i
CCOCC(=O)Nc1cc(-c2ccco2)nn1-c1nc(C)c(C)c(=O)[nH]1 | i
Cc1nc(NCCNC(=O)Nc2ccc(F)cc2F)cc(N2CCOCC2)n1 | i
CC(C)(Oc1ccc(Cl)cc1)C(=O)Nc1ccc(CC(=O)NCC(F)(F)F)cc1 | i
COc1ccc(-n2ccn(CC(=O)Nc3ccc4c(c3)OCO4)c2=O)cc1 | i
Cc1ccc(Nc2ccc(N3CCN(C(=O)c4snnc4C)CC3)nn2)cc1 | i
O=C(Cc1ccccc1Cl)N1CCN(c2ccc3nncn3n2)CC1 | i
COc1ccc(CCC(=O)NCC2(c3cccs3)CCCC2)cc1 | i
Cc1cc(=O)[nH]c(-n2nc(C3CC3)cc2NC(=O)c2cc(Cl)ccc2Cl)n1 | i
CCC(C)NC(=O)c1cc2cc(Br)cc(OC)c2oc1=O (configuration not stated) | i
O=C(c1ccc(Cl)cc1Cl)N1CCOC(c2ccccc2)C1 (configuration not stated) | i
O=C(NCCCN1CCOC(c2ccccc2)C1)c1c(F)cccc1F (configuration not stated) | i
COc1ccc(OC)c(NC(=O)N2CCN(c3ccc(Nc4cccnc4)nn3)CC2)c1 | i
Cc1[nH]c(=O)[nH]c(=O)c1CC(=O)Nc1ccc(OC(F)(F)F)cc1 | i
O=C(Nc1cccs1)N1CCN(c2ccc(-c3ccco3)nn2)CC1 | i
COCCNC(=O)Cc1ccc(NC(=O)c2ccc(Br)o2)cc1 | i
O=C(NCCc1csc2nc(-c3cccs3)nn12)Nc1c(F)cccc1F | i
CSc1nnc(-c2ccccc2NC(=O)c2ccc(C)c(S(=O)(=O)N3CCCCCC3)c2)o1 | i
Cn1nc(NC(=O)Cc2ccccc2Cl)c2c1NC(=O)CC2c1ccccc1 (configuration not stated) | i
CCN(C1CCCCC1)S(=O)(=O)c1ccc(C(=O)Nc2c(C(N)=O)oc3ccccc23)cc1 | i
CC(=O)Nc1ccc(NC(=O)Cn2c(=O)nc(-c3ccccc3)c3ccccc32)cc1 | i
COc1ccc(S(=O)(=O)NCCNc2cc(-n3ccnc3C)nc(C)n2)c(C)c1C | i
Cc1ccc(NC(=O)Cn2c(C)nc3c(sc4ccccc43)c2=O)cc1Cl | i
CCc1ccc(OC)c(S(=O)(=O)N2CCOC(c3ccccc3)C2)c1 (configuration not stated) | i
COc1cn(CC(=O)NCCc2ccccc2)c(CSc2nc(C)cc(C)n2)cc1=O | i
COc1cccc(NC(=O)Nc2cc(-c3cn4ccccc4n3)ccc2C)c1 | i
Nc1c(NC2CCCCC2)c2ccccc2oc1=O | i
COc1c(C)cc(S(=O)(=O)NCCc2ccsc2)cc1C | i
COc1cccc(C(=O)N2CCOC(c3ccccc3)C2)c1OC (configuration not stated) | i
Cc1ccc(C(=O)NNC(=O)c2ccc(=O)n(Cc3ccccc3)c2)cc1C | i
COc1ccc(-c2cc(CC(=O)N3CCc4ccccc4C3)no2)cc1OC | i
Cc1cccc(OCC(=O)NCCS(=O)(=O)N2CCN(Cc3ccccc3)CC2)c1 | i
COc1ccc(C(CNC(=O)c2cccs2)N2CCN(C)CC2)cc1 (configuration not stated) | i
CC(C)C(=O)N(Cc1ccc(N(C)C)cc1)C1CCS(=O)(=O)C1 (configuration not stated) | i
O=C(Cn1cnc2ccccc21)Nc1ccc2c(c1)OCO2 | i
Cc1ccc(-n2nc3c(c2NC(=O)C(=O)NCCCc2ccccc2)CSC3)c(C)c1 | i
COc1cc(-c2ccc(SCC(=O)Nc3cccc(C(F)(F)F)c3)nn2)cc(OC)c1OC | i
Cn1nc(C2CCCN(C(=O)c3cccc(C#N)c3)C2)n(-c2ccccc2)c1=O (configuration not stated) | i
CC(C)OCC(O)CN1CCN(C(c2ccccc2)c2ccccc2)CC1 (configuration not stated) | i
Cc1ccc(S(=O)(=O)N(Cc2cccc(Cl)c2)C(=O)N2CCN(C)CC2)cc1 | i
COc1ccc(F)cc1S(=O)(=O)NCCC(O)C(C)(C)C (configuration not stated) | i
Cc1nnc(SCC(=O)Nc2ccc(-c3nc4ccccc4s3)cc2)s1 | i
COC(=O)NCCC(O)c1cccs1 (configuration not stated) | i
O=C1CCCC(=O)N1CCS(=O)(=O)N1CCN(c2ccccc2Cl)CC1 | i
Cc1ccsc1C(O)CNC(=O)CCS(=O)(=O)c1ccccc1 (configuration not stated) | i
COC(=O)C(C)NC(=O)C12CC3CC(CC(C3)C1)C2 (configuration not stated) | i
COC(=O)c1ccc(NC(=O)C(=O)NCC2CCN(C(=O)/C=C/c3ccco3)CC2)cc1 | i
CS(=O)(=O)N1CCCc2ccc(NC(=O)c3nc4ccccc4s3)cc21 | i
O=C(NCCS(=O)(=O)N1CCN(CCc2ccccc2)CC1)c1cccc(Cl)c1 | i
COc1ccc(Cl)cc1C(=O)N1CCN(Cc2nc(-c3ccco3)cs2)CC1 | i
CN(C)C(=O)Cc1ccc(NS(=O)(=O)c2ccc(F)cc2)cc1 | i
Cc1cc(NC(=O)Cc2cccs2)n(-c2nc(-c3ccc4c(c3)OCO4)cs2)n1 | i
Cc1ccc(NC(=O)NCCNc2cc(N3CCCC3)nc(C)n2)c(Cl)c1 | i

The list continues:
SMILES | GIRK2 act
O=C(CCS(=O)(=O)c1ccc(Cl)cc1)Nc1nnc(-c2ccc3c(c2)CCCC3)o1 | i
Cc1ccc(C)c(-c2cc(-c3nc(-c4cccnc4)no3)[nH]n2)c1 | i
Cc1noc(C)c1S(=O)(=O)NCC(O)(c1ccccc1)C1CC1 (configuration not stated) | i
Cc1n[nH]c(C)c1S(=O)(=O)Nc1ccc2c(c1)CCC(=O)N2C | i
C#CC1(OCC(O)CN2CCCCCC2)CCCCC1 (configuration not stated) | i
O=C(NCC(c1cccc2ccccc12)N1CCCC1)C(=O)Nc1cccc([N+](=O)[O-])c1 (configuration not stated) | i
O=C(CCCn1c(=O)c2sccc2n(Cc2ccc([N+](=O)[O-])cc2)c1=O)NCc1ccccc1 | i
COc1ccc(NC(=O)CN2C(=O)CC(c3ccc(C)cc3)=Nc3cccnc32)cc1Cl | i
COc1ccc(-c2nsc(C(=O)N3CCN(C4CCCCC4)CC3)c2N)cc1 | i
Cc1ccc(-c2cc(=O)n(CC(=O)Nc3ccc(C)c(Cl)c3)cn2)cc1 | i
O=C(Nc1ccccn1)C1CN(C(=O)c2cccs2)C1 | i
COC(=O)N1CCC(CNC(=O)CCc2ccccc2)CC1 | i
CCc1ccc(NC(=O)COc2cc(C)cc(C)c2)cc1 | i
OCC1(CO)CN(C2CCCC2)C1 | i
Cc1nc(NCCNC(=O)c2ccc(F)cc2Cl)cc(-n2ccnc2C)n1 | i
O=C(c1ccc(F)cc1Cl)N1CC(c2nc(-c3ccsc3)no2)C1 | i
O=C(c1cccs1)N1CCc2ccc(NC(=O)C3(c4ccccc4)CCOCC3)cc2C1 | i
Cc1ccc(N2CC(C(=O)Nc3ccc(-n4nnn(CC(N)=O)c4=O)cc3)CC2=O)cc1C (configuration not stated) | i
CC(C)c1cc(=O)n(CC(=O)NCCOc2ccc(F)cc2)cn1 | i
Cc1c(C(=O)NC2CCS(=O)(=O)C2)nnn1-c1ccc(F)cc1 (configuration not stated) | i
COc1cn(CC(=O)NC2CCCCC2)c(CSc2nccc(C)n2)cc1=O | i
COc1ccccc1CCNC(=O)C1CN(C(=O)c2cccs2)C1 | i
CNC(=O)Cc1csc(Nc2ccc(OC(F)(F)F)cc2)n1 | i
COc1ccc(NC(=O)CSc2nc(-c3ccc(Cl)cc3)cs2)c(OC)c1 | i
COc1ccc(Br)c(C(=O)NCC2CCN(C(=O)NC(C)(C)C)CC2)c1 | i
COCCn1c(=S)[nH]c2cc(C(=O)N3CCc4ccccc4C3)ccc2c1=O | i
O=S(=O)(c1ccc(F)cc1)N1CCN(Cc2nnnn2-c2ccc(Cl)cc2)CC1 | i
CCOc1ccc(NC(=O)C(=O)NCC(c2ccco2)N(C)C)cc1 (configuration not stated) | i
COc1ccc(Cl)cc1NC(=O)NCC1CCN(C(=O)c2cc3ccccc3o2)CC1 | i
O=C(NCc1cccs1)NCC(O)C1CCCCC1 (configuration not stated) | i
O=C(CC1CCCCC1)NCCOc1ccc2nnc(-c3ccccc3)n2n1 | i
CC(O)(CNC(=O)NC1CCCCC1)c1ccc(-c2ccccc2)cc1 (configuration not stated) | i
CCN1CCc2nc(N)sc2C1 | i
COc1ccc(NC(=O)CSc2nc(=O)n(CCO)c3c2CCCC3)cc1 | i
CC(C)c1ccc(NC(=O)C(=O)NCC2CCN(C(=O)c3ccccc3F)CC2)cc1 | i
Cc1cc(-c2nnc(NC(=O)Cc3c(F)cccc3Cl)o2)nn1C(C)C | i
OC(COc1ccc(-c2ccccc2)cc1)CN1CCOCC1 (configuration not stated) | i
Cc1ccc(Oc2cccc(NS(=O)(=O)c3ccccc3C(F)(F)F)c2)nn1 | i
O=C(NCCOc1ccc2nnc(-c3cccc(F)c3)n2n1)Nc1ccc(F)c(F)c1 | i
O=C(CN(Cc1ccc(Cl)cc1)S(=O)(=O)c1cccnc1)N1CCN(c2ccccc2)CC1 | i
CSc1ncccc1C(=O)N1CCC(CNC(=O)C(=O)Nc2cc(F)ccc2F)CC1 | i
COc1cccc(OC)c1C(=O)NCC1CCN(c2ncccn2)CC1 | i
O=S(=O)(CCCOc1ccc2c(c1)OCO2)NCCC1=CCCCC1 | i
O=C(c1cccc(Br)c1)N1CCN(S(=O)(=O)N2CCCCCC2)CC1 | i
COCCNC(=O)Nc1cc(OC)cc2cccnc12 | i
O=C(c1ccc(Cl)s1)N(CCN1CCOCC1)c1nc2ccccc2s1 | i
Cc1c(Cl)cccc1-n1nnc(C(=O)NC2CCS(=O)(=O)C2)c1C (configuration not stated) | i
COc1ccc2nc(N3CC(C(=O)N4CCCc5ccccc54)C3)sc2c1 | i
O=C(Cn1c(=O)oc2ccccc21)NCC(c1cccs1)N1CCOCC1 (configuration not stated) | i
NC(=O)C1CCN(c2oc(-c3ccc(F)cc3)nc2S(=O)(=O)c2ccccc2)CC1 | i
COc1cccc(CNC(=O)Cn2nc(S(=O)(=O)c3ccc(C)cc3)ccc2=O)c1OC | i
COc1ccc2nc(N3CCN(C(=O)CCCS(=O)(=O)c4ccccc4)CC3)sc2c1 | i
CN1CCN(C(CNC(=O)Nc2cccs2)c2ccc3c(c2)OCO3)CC1 (configuration not stated) | i
CC(=O)c1ccc(N2CCN(C(=O)c3cc(-c4cccs4)nn3C)CC2)cc1 | i
O=C(NCC(c1ccco1)N1CCOCC1)C1COc2ccccc2O1 (configuration not stated) | i
Cc1cc(NC(=O)CCS(=O)(=O)c2ccccc2)n(C(C)C)n1 | i
CCn1nnc2c(NCCC(c3ccccc3)c3ccccc3)ncnc21 | i
Cc1cc(C)c(NC(=O)COc2cc(C(C)(C)C)nn2-c2nc(C)cc(C)n2)c(C)c1 | i
C=CCOc1cccc(C2C(C(=O)c3ccc(C)o3)=C(O)C(=O)N2CCCN(C)C)c1 (configuration not stated) | i
COc1ccc(NC(=O)COc2ccc(C)c(C)c2)c(OC)c1 | i

New compounds follow
SMILES | GIRK2 act
CCOC(=O)N1CCN(S(=O)(=O)CCCOc2cccc3c2OC(C)(C)C3)CC1 | i
Cc1nn(C2CCS(=O)(=O)C2)c2nc(-c3ccccc3)cc(C(=O)NC(C)c3ccccc3)c12 (configuration not stated) | i
CC(O)(CNC(=O)c1cc(C(F)(F)F)cc(C(F)(F)F)c1)C1CC1 (configuration not stated) | i
CCc1ccc(S(=O)(=O)N2CCOC(c3ccccc3)C2)cc1 (configuration not stated) | i
CCCNC(=O)C(=O)Nc1cc(N2CCCS2(=O)=O)ccc1OC | i
COc1ccc(C(=O)Nc2sc3ccccc3c(=O)c2-c2cccs2)cc1 | i
CCOC(=O)Cn1c(C)cn2c3c(=O)n(CCc4ccccc4)c(=O)n(C)c3nc12 | i

Exported as a markdown table: entries from further up
| Compound | GIRK2 act |
| --- | --- |
| COc1ccc2nc(N3CC(C(=O)N4CCCc5ccccc54)C3)sc2c1 | i |
| O=C(Cn1c(=O)oc2ccccc21)NCC(c1cccs1)N1CCOCC1 (configuration not stated) | i |
| NC(=O)C1CCN(c2oc(-c3ccc(F)cc3)nc2S(=O)(=O)c2ccccc2)CC1 | i |
| COc1cccc(CNC(=O)Cn2nc(S(=O)(=O)c3ccc(C)cc3)ccc2=O)c1OC | i |
| COc1ccc2nc(N3CCN(C(=O)CCCS(=O)(=O)c4ccccc4)CC3)sc2c1 | i |
| CN1CCN(C(CNC(=O)Nc2cccs2)c2ccc3c(c2)OCO3)CC1 (configuration not stated) | i |
| CC(=O)c1ccc(N2CCN(C(=O)c3cc(-c4cccs4)nn3C)CC2)cc1 | i |
| O=C(NCC(c1ccco1)N1CCOCC1)C1COc2ccccc2O1 (configuration not stated) | i |
| Cc1cc(NC(=O)CCS(=O)(=O)c2ccccc2)n(C(C)C)n1 | i |
| CCn1nnc2c(NCCC(c3ccccc3)c3ccccc3)ncnc21 | i |
| Cc1cc(C)c(NC(=O)COc2cc(C(C)(C)C)nn2-c2nc(C)cc(C)n2)c(C)c1 | i |
| C=CCOc1cccc(C2C(C(=O)c3ccc(C)o3)=C(O)C(=O)N2CCCN(C)C)c1 (configuration not stated) | i |
| COc1ccc(NC(=O)COc2ccc(C)c(C)c2)c(OC)c1 | i |
| CCOC(=O)N1CCN(S(=O)(=O)CCCOc2cccc3c2OC(C)(C)C3)CC1 | i |
| Cc1nn(C2CCS(=O)(=O)C2)c2nc(-c3ccccc3)cc(C(=O)NC(C)c3ccccc3)c12 (configuration not stated) | i |
| CC(O)(CNC(=O)c1cc(C(F)(F)F)cc(C(F)(F)F)c1)C1CC1 (configuration not stated) | i |
| CCc1ccc(S(=O)(=O)N2CCOC(c3ccccc3)C2)cc1 (configuration not stated) | i |

Screening results deposited in PubChem BioAssay by Vanderbilt University.
